Screening results (PubChem BioAssay)
697 NFkB inh – inhibitors of PMA/ionomycin-induced NF-kB reporter, 697 cells, primary screen, B-cell NF-kB inhibitor project, cell-based, luminescence, uHTS | 697 B-cell NF-kB luciferase reporter, 16 h | inhibition, % at 4 µM | 0.33% of 330,000 active | AID 435022, 2010; in the data active = inhibition above about 35%
XBP1 UPR activ – activators of adaptive XBP1 UPR arm, primary screen, cell-based, CHO-XBP1 luciferase reporter, luminescence, uHTS. IRE1-XBP1 UPR activation; percent of tunicamycin response, DMSO as zero. activation, % at 20 µM. 0.33% of 330,000 active. AID 463104, 2010;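 active = versus positive control, 20 µM dose yields 30% or more activation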;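 note: 100% = tunicamycin at 10 µg/mL and 0% = DMSO only wells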
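Material – CHO cell line with stable XBP1 luciferase reporter · Buffer or medium – F12 plus 10% FBS · Compound – single point, 20 µM final compound, 1% DMSO · Schedule – 16-18 h cell attachment at 37 °C, then 6 h compound exposure · Signal – Steady-Glo luminescence read · Benchmarks – high control tunicamycin 10 µg/mL final, low control DMSO vehicle only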
Mdm2-MdmX inh – inhibitors of human Mdm2-MdmX association, primary screen, cell-based, luminescence, split luciferase, SaOS-2, uHTS | 3% of 330,000 active | AID 485346, 2010 | SaOS-2 split-luciferase Mdm2/MdmX complementation | inhibition, % at 8 µM;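 active = inhibition of at least 50% at 8 µM in the primary screen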
Target sequence (O15151 whole entry, looked up): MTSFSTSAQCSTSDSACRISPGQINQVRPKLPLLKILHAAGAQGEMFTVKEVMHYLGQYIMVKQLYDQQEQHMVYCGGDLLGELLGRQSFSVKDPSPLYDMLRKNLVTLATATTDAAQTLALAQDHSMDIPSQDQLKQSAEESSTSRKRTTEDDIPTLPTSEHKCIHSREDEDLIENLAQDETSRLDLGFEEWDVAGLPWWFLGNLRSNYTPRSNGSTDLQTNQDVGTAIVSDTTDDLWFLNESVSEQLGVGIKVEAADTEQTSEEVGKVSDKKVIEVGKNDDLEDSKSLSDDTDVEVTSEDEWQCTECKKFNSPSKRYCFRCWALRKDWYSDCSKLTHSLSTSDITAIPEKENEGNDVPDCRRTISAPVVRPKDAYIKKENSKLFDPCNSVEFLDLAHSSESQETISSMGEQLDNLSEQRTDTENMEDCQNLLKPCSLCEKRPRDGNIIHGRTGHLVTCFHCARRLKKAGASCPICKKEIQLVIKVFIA
Target sequence (Q00987 whole entry, looked up): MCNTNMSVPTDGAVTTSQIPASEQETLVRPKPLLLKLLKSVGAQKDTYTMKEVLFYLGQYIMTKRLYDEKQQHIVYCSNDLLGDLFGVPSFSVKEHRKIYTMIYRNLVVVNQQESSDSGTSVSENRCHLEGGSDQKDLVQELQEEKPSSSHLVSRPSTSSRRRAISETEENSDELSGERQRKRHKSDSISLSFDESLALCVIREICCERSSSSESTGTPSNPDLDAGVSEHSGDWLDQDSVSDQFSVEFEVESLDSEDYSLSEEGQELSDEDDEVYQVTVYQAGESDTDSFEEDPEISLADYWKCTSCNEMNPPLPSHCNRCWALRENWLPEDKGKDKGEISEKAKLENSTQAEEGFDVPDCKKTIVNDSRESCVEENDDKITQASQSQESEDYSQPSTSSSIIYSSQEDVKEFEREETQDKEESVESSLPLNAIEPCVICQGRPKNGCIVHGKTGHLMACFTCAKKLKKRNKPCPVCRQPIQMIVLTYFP
APJ antag – antagonists of human apelin receptor APJ, primary screen, CHO-K1 cells, beta-arrestin complementation, luminescence; inhibition, % at 20 µM; P35414; 0.32% of 330,000 active;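 active = inhibition above about 40% at 20 µM, limit read from the data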;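 note: cells challenged with 10 nM apelin-13 agonist together with compound; plate controls were apelin-13 plus DMSO wells for no effect and DMSO wells lacking apelin-13 for full effect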
tim23-1 inh – growth inhibitors of tim23-1 mutant yeast, primary screen, luminescence, uHTS. S. cerevisiae tim23-1 growth, BacTiter-Glo luminescence, 24 h. inhibition, % at 20 µM. 1.3% of 330,000 active;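 active = growth inhibition of the mutant yeast at or above 50%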;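 note: temperature-sensitive mutant grown at 25 °C; plate controls were DMSO-treated mutant yeast for no effect and medium wells lacking yeast for full effect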
Jurkat NFkB inh – inhibitors of induced NF-kB luciferase reporter, primary screen, TCR NF-kB activation inhibitor project, cell-based, luminescence, uHTS; inhibition, % at 4 µM; Jurkat, PMA/ionomycin-induced NF-kB luciferase reporter; 0.53% of 330,000 active; AID 435003, 2010; in the data active = inhibition above about 50%
APJ ag – agonists of human apelin receptor APJ, primary screen, CHO-K1 cells, PathHunter beta-arrestin, luminescence; P35414; 0% DMSO wells, 100% apelin; activation, % at 20 µM; 0.11% of 330,000 active; AID 2520, 2010;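 active = activation more than six SD over the plate average, tested at 20 µM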;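 note: 0% = DMSO alone and 100% = apelin-13 at 10 nM; some results filed as inactive read as strong as hits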
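Assay system – PathHunter CHO-K1 APJ (AGTRL-1) beta-arrestin reporter cells · Compound – one dose, 20 µM compound, 1% DMSO · Timing – compound 90 min 25 °C, reagent 1 h · Measured by – luminescence from split beta-galactosidase complementation, Galacton Star/Emerald II substrate · Measure – beta-arrestin recruitment to APJ as agonist activity, luminescent signal · Benchmarks – DMSO vs Apelin-13 10 nM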
UPR CHOP act – activators of apoptotic CHOP UPR arm, primary screen, cell-based, CHO-CHOP luciferase reporter, luminescence, uHTS; UPR activation; percent of tunicamycin response over DMSO baseline; activation, % at 10 µM; 0.34% of 330,000 active; AID 449763, 2010;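 active = at 10 µM dose, activation of 40% or more, normalized to positive control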;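 note: 100% = tunicamycin at 10 µg/mL and 0% = DMSO alone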
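System: CHO CHOP reporter cells. Amount: 500 cells per well. Buffer or medium: F12 medium, 10% FBS. Compound dosing: one dose, 10 µM in 0.5% DMSO. Incubation: 6 h compound exposure at 37 °C after overnight seeding. Technique: Steady-Glo luciferase luminescence. Benchmarks: tunicamycin and DMSO controls.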
* = called active by the depositor.

SMILES	697 NFkB inh	XBP1 UPR activ	Mdm2-MdmX inh	APJ antag	tim23-1 inh	Jurkat NFkB inh	APJ ag	UPR CHOP act
CN(C)S(=O)(=O)c1ccc(Cl)c(NC(=O)COC(=O)/C=C/c2ccco2)c1	-4	-2	-3	3	-5	6	-3	0.8
CC(CCc1ccccc1)NC(=O)c1nnc(Cc2ccc(F)cc2)o1 (configuration not stated)	15	1	7	-68	-17	0	-3	0.2
CS(=O)(=O)N(CC(=O)N1CCCC1)c1cc(C(F)(F)F)ccc1Cl	20	-2	9	27	-1	4	-2	0.1
O=C(NCCN1CCOCC1)N1c2ccccc2Sc2ccccc21	-7	25	-13	14	1	4	6	0.4
COc1ccc(N2C(=O)C(CC(=O)Nc3ccc(F)cc3)N(CCc3cccs3)C2=O)cc1 (configuration not stated)	-19	-1	2	7	17	25	-3	2.3
Cc1c(NC(=S)NC(=O)c2ccc(-c3ccc(Cl)cc3)o2)cccc1C(=O)O	-16	1	26	10	21	-10	-4	-2.5
CC(C)=C1C2CCC1C1C(=O)N(c3nc(-c4ccc(F)cc4)c(C)s3)C(=O)C21 (configuration not stated)	-38	-2	5	-1	-5	-6	-3	1.3
Nc1[nH]n2c(=O)cc(-c3ccccc3)nc2c1N=Nc1ccccc1	6	1	58*	37	20	-1	-5	19
CCOc1ccccc1-c1nc(CN(Cc2cnn(C)c2)C(C)C)c(C)o1	-15	-2	-39	27	18	-3	-4	0.4
CC(C)C(=O)O/N=C1\CCS(=O)(=O)c2sccc21	11	0	5	-1	0	-4	-1	-1.9
O=C(CCn1nnc2ccccc21)Nc1nnc(Cc2ccccc2)s1	-7	2	24	-8	-4	5	-4	-3.9
COC(=O)c1cn(CC(=O)NC2CCCCCC2)c2ccccc12	11	-2	19	12	11	-5	-2	1.0
C=CC[C@@H](CC(=O)N(CCO)Cc1ccccc1)C(=O)N[C@@H](COC(=O)[C@@H](CC=C)Cc1ccc(F)cc1)Cc1c[nH]c2ccccc12	1	-1	76*	1	2	7	-1	4.3
COc1ccc(OC)c(N(CC(=O)NCCSC2CCCCC2)S(=O)(=O)c2ccccc2)c1	-15	1	-13	-6	16	-3	-3	-0.6
OC(CNCc1ccc(Cl)cc1)C(F)(F)F (configuration not stated)	15	-4	2	5	-1	10	-2	-1.5
NC(=O)N/N=C/c1cc(F)cc(F)c1	-35	0	-2	-6	-1	-17	5	0.3
CC1c2cc3c(cc2CCN1C(=O)c1ccc(Cl)cc1)OCCCO3 (configuration not stated)	-15	-4	33	19	27	13	-9	4.5
COc1cc2c(cc1OC)C(C)N(S(=O)(=O)c1cn(C)c(C)n1)CC2 (configuration not stated)	-17	-1	3	5	15	-2	1	-0.2
CC(C)C(OC(=O)c1ccco1)C(=O)NCc1cccs1 (configuration not stated)	-10	-2	-13	7	-3	-8	-3	-1.5
OCCC1CN(Cc2cc(F)ccc2-n2cccn2)CCN1Cc1ccc(F)cc1 (configuration not stated)	-13	-1	7	18	3	0	3	-0.3
COc1ccc(CNC(=O)c2cc3ccccc3o2)cc1OC	-3	-3	-3	-12	1	16	-3	0.9
c1ccc(-c2nnc3ccc(N4CCCC4)nn23)cc1	6	4	24	8	28	10	-1	0.4
O=C(NCCCN1CCN(c2cccc(Cl)c2)CC1)c1nc(-c2ccncc2)no1	2	-3	23	-9	8	9	-5	-0.8
C/C(=N\Nc1nc(N)cc(Cl)n1)c1ccc(F)cc1	-7	2	-2	-24	-9	-11	-1	1.7
Cc1cc(Nc2ccccc2)n(-c2nc3ccccc3[nH]2)n1	15	1	53*	31	-2	2	-7	-1.5

The final five compounds of the part above are carried over, then new ones follow:
SMILES	697 NFkB inh	XBP1 UPR activ	Mdm2-MdmX inh	APJ antag	tim23-1 inh	Jurkat NFkB inh	APJ ag	UPR CHOP act
COc1ccc(CNC(=O)c2cc3ccccc3o2)cc1OC	-3	-3	-3	-12	1	16	-3	0.9
c1ccc(-c2nnc3ccc(N4CCCC4)nn23)cc1	6	4	24	8	28	10	-1	0.4
O=C(NCCCN1CCN(c2cccc(Cl)c2)CC1)c1nc(-c2ccncc2)no1	2	-3	23	-9	8	9	-5	-0.8
C/C(=N\Nc1nc(N)cc(Cl)n1)c1ccc(F)cc1	-7	2	-2	-24	-9	-11	-1	1.7
Cc1cc(Nc2ccccc2)n(-c2nc3ccccc3[nH]2)n1	15	1	53*	31	-2	2	-7	-1.5
CCOC(=O)C1=C(C)NC(=O)C1(NC(=O)c1cccnc1)C(F)(F)F (configuration not stated)	10	-1	2	-4	7	1	-3	0.4
Cc1ccc(CN2CCN(C(=O)CC(C)C)CC2)cc1	-6	-1	24	0	-2	-8	-1	-1.1
COc1ccc(C2=NN(C(=O)CCC(=O)O)C(c3cccs3)C2)cc1 (configuration not stated)	5	0	23	15	16	3	0	1.5
CCCn1nnnc1NCc1cccc(Cl)c1	8	-5	2	-2	9	2	0	1.2
CCC(=O)Nc1cc(C(=O)O)ccc1Sc1ccccc1	-13	-4	-14	10	-8	12	-2	0.6
COc1ccccc1CCN=C(N)NS(=O)(=O)c1ccc(C)c(C)c1	-10	-3	9	4	6	15	1	0.1
Cc1cc2c(cc1C)N(C(=O)CSc1nncn1C)C(C)(C)c1ssc(=S)c1-2	-3	5	18	12	22	30	-2	2.1
O=C(Nc1nccs1)C1C2CC3OC(=O)C1C3C2 (configuration not stated)	-2	-2	10	10	10	4	-1	0.1
CC1=C(C(=O)c2ccccc2)C(c2cccc([N+](=O)[O-])c2)NC(=S)N1 (configuration not stated)	3	0	20	0	36	2	-3	1.5
COc1ccc2c(c1)c(=O)oc1cc(OCC(=O)N3CCC(C)CC3)ccc12	-3	-2	11	-1	1	14	-3	-2.8
Cc1cccc(Nc2ncnc3onc(-c4cccc(Cl)c4)c23)c1C	-1	2	27	-33	27	28	8	-0.2
CCOc1cc(C)cc2oc(=O)cc(-c3ccccc3)c12	7	-3	9	7	35	16	-5	1.6
COc1cc(/C=C/C2=CC(C)(C)NC(=S)N2)cc(OC)c1OC	10	0	5	9	21	-4	-3	-2.4
CCC(C)[C@H](NC(=O)NC1CCCc2ccccc21)C(=O)OC (some centres not stated)	3	-1	18	13	3	3	-4	1.3
Cc1ccc2nc(SCc3nnc(-c4cccs4)o3)[nH]c2c1	15	2	31	14	10	2	3	0.6
O=C(CCn1c(=O)c2ccccc2n(CC(=O)NC2CCCC2)c1=O)NCCc1ccc(Cl)cc1	-34	2	-9	-3	-16	1	-9	0.2
COc1ccc(CNC(=O)CN(C)Cc2ccccc2F)cc1OC	-1	1	-9	20	13	3	1	-0.3
O=c1[nH]c(/C=C/c2ccccc2F)nc2ccccc12	-224	-1	7	-2	28	-41	-5	0.5
COc1ccc(-c2ccc3oc(-c4ccsc4)cc3c2)cc1	-77	1	-9	-4	8	-68	0	6.7
CC(=O)COc1ncn(-c2ccccc2)n1	10	-1	7	9	2	14	-3	0.0
CCOc1ccc(C2/C(=C(/O)c3ccc(OC)cc3)C(=O)C(=O)N2c2cc(C)on2)cc1OC (configuration not stated)	-6	-2	-37	-2	10	9	6	-0.5
CC(=O)Nc1ccc2nc(NC(=O)COc3ccc([N+](=O)[O-])cc3)sc2c1	17	0	27	1	5	9	-3	-0.3
Cc1cc(NS(=O)(=O)c2ccc(NC(=O)COc3ccc(Cl)cc3Cl)cc2)no1	-17	-4	3	-13	15	10	7	0.5
CCN(C(=O)Cn1c(=O)n(Cc2ccccc2)c(=O)c2ccccc21)c1cccc(C)c1	8	-1	22	6	35	-3	-3	7.3
Cc1ccc(C(C)C)c(OCC(=O)Nc2ccc(N3CCN(S(C)(=O)=O)CC3)cc2)c1	-19	1	-2	10	-6	-3	4	-0.5

Taken from the entries so far, 4 compounds:
SMILES	697 NFkB inh	XBP1 UPR activ	Mdm2-MdmX inh	APJ antag	tim23-1 inh	Jurkat NFkB inh	APJ ag	UPR CHOP act
COc1ccc(C2=NN(C(=O)CCC(=O)O)C(c3cccs3)C2)cc1 (configuration not stated)	5	0	23	15	16	3	0	1.5
CCCn1nnnc1NCc1cccc(Cl)c1	8	-5	2	-2	9	2	0	1.2
CCC(=O)Nc1cc(C(=O)O)ccc1Sc1ccccc1	-13	-4	-14	10	-8	12	-2	0.6
COc1ccccc1CCN=C(N)NS(=O)(=O)c1ccc(C)c(C)c1	-10	-3	9	4	6	15	1	0.1

(listing goes on)
SMILES	697 NFkB inh	XBP1 UPR activ	Mdm2-MdmX inh	APJ antag	tim23-1 inh	Jurkat NFkB inh	APJ ag	UPR CHOP act
NC1=NC(=O)C(Cc2ccc(Br)cc2)S1 (configuration not stated)	0	2	17	-5	2	-7	-2	0.3
COc1ccc(-c2cn3cccnc3n2)cc1NC(=O)c1cc(OC)c(OC)c(OC)c1	22	0	16	4	9	-4	4	-1.4
O=C(N/N=C/c1c[nH]c2ccccc12)C1COc2ccccc2O1 (configuration not stated)	-1	1	31	-1	34	53*	-1	1.2
C=C(CC1([C@@H](NP(=O)(c2ccccc2)c2ccccc2)[C@H]2C[C@@H]2CCCC)CC1)c1ccccc1	16	7	59*	-39	12	0	-6	2.1
O=C(OCC1COc2ccccc2O1)c1ccccc1F (configuration not stated)	1	1	-8	14	20	-12	-6	3.5
O=C(O)Cc1csc(NC(=O)c2ccco2)n1	10	4	17	6	-5	-7	1	-1.6
CC(C)Oc1cccc(C(=O)C2CCCN(Cc3cnc(N4CCOCC4)s3)C2)c1 (configuration not stated)	-24	-2	22	19	7	33	-4	0.0
CC1CCc2cc(F)ccc2N1C(=O)c1ccc2c(c1)OCO2 (configuration not stated)	-34	1	-16	-10	19	-11	-3	0.2
CN(C(=O)CSc1nnc(N)s1)C1CCCCC1	6	-2	2	7	-1	-1	4	-0.1
O=C(CN1CCN(C(=O)CNC(=O)c2ccc3c(c2)OCO3)CC1)Nc1ccccc1Cl	-18	0	-5	3	2	0	1	-0.4
CCC1(C)CC2(CCCN(CCC(=O)c3ccccc3)C2)CCO1 (configuration not stated)	-7	-5	-10	9	3	-14	-2	1.2
COc1ccc(N2C(=O)CN=C2Nc2nc(C)cc(C)n2)cc1	4	0	24	1	8	-8	0	-0.4
N#C/C(=C\c1ccc(F)cc1)c1nc(-c2ccco2)cs1	-65	3	0	-7	-2	-54	-3	4.4
Cc1cccc(NC(=S)NCCCN2CCOCC2)c1	1	0	6	2	1	0	-1	-0.9
Cc1ccc(N2C(=O)N(C(C)C)C(C)(C)CC2(C)O)cc1 (configuration not stated)	2	2	-1	0	21	7	-2	-1.2
CC(C)C[C@H](NC(=O)Nc1ccc(S(N)(=O)=O)cc1)C(=O)O	-22	-2	-2	-7	19	17	-1	-0.8
CCC(=O)NC(c1ccco1)c1cc(Cl)c2cccnc2c1OC (configuration not stated)	9	-2	24	-4	0	5	-2	0.3
CC(C)C(=O)Nc1ccc(N2CCCC2)c(Cl)c1	2	7	1	11	4	-6	-4	1.8
CC(C)c1ccc(NC(=O)CSc2nnc(CN3CCOCC3)n2C)cc1	21	1	0	7	1	-4	-2	3.3
